Screening data from PubChem BioAssay.
DAX1 inh-1 – DAX1 (NR0B1) inhibitors on StAR promoter, primary screen, cell-based, luminescence, SF-1 (NR5A1), full-length DAX-1 | inhibition, % at 6.8 µM | 1.1% of 370,000 active | AID 652010, 2013 | HEK293T StAR-luciferase reporter, SF-1/DAX-1 repression relief;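 active means inhibition above the mean over all tested compounds plus 3 SD, cut at about 3.6% in these data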;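 further: 0% = DAX-1 cells with DMSO and 100% = cells lacking DAX-1 with DMSO; higher inhibition means more luminescence from relief of DAX-1 repression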
SMARCA2 act – SMARCA2 (BRM) function activators, primary screen, cell-based, luminescence, high throughput; MG213 cells, MMTV-luciferase reporter, dexamethasone, overnight; activation, % at 9.1 µM; 1% of 370,000 active; AID 652017, 2013; in the data active means activation above about 7.8%;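 further: 0% = vehicle wells and 100% = reference activator wells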
hgDAF-12 ag – H. glycines DAF-12 receptor agonists, primary screen, cell-based, luminescence, HEK293, GAL4 fusion, UAS-luciferase. Nuclear hormone receptor DAF-12 (Heterodera glycines), GAL4 fusion. 1.8% of 370,000 active. HEK293 GAL4-hgDAF12 UAS-luciferase reporter, agonist luminescence; normalized to butyrate control. activation, % at 6.8 µM. AID 687014, 2013;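 active means activation above a cutoff set at the mean of all screened compounds plus 3 SD, cut at about 10% in these data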;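 further: 0% = DMSO wells and 100% = sodium butyrate wells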
DAX1 inh-2 – DAX1 (NR0B1) inhibitors, primary screen, cell-based, HEK293, Gal4-DAX1, luciferase luminescence; AID 504766, 2011; HEK293 Gal4-DAX1 luciferase reporter; inhibition, % at 6.75 µM; 0.99% of 340,000 active;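 active means inhibition above the mean over all tested compounds plus 3 SD, cut at about 4.2% in these data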;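 further: 0% = DAX1-transfected cells with DMSO and 100% = empty-vector control cells with DMSO; inhibition shows as a rise in luminescence from relieved DAX1 repression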
Target sequence (P51843 207-470 limits assumed): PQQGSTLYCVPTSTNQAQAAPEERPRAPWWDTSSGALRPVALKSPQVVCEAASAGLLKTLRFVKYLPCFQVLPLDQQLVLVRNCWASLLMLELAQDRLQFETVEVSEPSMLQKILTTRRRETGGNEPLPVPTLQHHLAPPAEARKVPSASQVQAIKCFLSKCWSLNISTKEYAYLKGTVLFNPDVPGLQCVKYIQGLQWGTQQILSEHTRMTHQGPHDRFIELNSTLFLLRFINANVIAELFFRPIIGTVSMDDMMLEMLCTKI
MBD2 DNA inh – inhibitors of MBD2 binding to methylated DNA, primary screen, biochemical, TR-FRET, DNA-binding domain, human; Methyl-CpG-binding domain protein 2 (Homo sapiens), Q9UBB5; MBD2 binding to methylated oligonucleotide; inhibition, % at 4.4 µM; 0.31% of 370,000 active; in the data active means inhibition above about 13%
Target sequence (Q9UBB5 whole entry, looked up, the tested form may be a part): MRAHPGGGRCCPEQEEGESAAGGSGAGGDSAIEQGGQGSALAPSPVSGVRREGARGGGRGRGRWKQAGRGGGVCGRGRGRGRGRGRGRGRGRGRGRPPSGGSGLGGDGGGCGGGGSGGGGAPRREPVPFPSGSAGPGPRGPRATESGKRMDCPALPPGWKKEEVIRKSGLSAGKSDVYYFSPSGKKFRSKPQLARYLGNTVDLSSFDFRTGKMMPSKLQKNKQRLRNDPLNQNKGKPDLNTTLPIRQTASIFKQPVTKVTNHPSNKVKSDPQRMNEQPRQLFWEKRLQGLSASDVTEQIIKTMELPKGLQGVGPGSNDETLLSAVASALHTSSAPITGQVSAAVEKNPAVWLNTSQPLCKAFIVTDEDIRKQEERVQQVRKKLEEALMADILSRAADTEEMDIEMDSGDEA
hcDAF-12 act – H. contortus DAF-12 nuclear receptor activators, primary screen, cell-based, luminescence, HEK293, lit1-tk-luc reporter; HEK293 hcDAF-12 lit1-tk-luc reporter; 0% DMSO, 100% Δ7-dafachronic acid; activation, % at 6.8 µM; 1.4% of 370,000 active;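 active means activation above the mean of all tested compounds plus 3 SD, cut at about 5.5% in these data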;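 further: 100% = response to 3 µM Δ7-dafachronic acid high control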
PLC-beta3 inh – human PLC-beta3 inhibitors, primary screen, biochemical, fluorescence. 1-phosphatidylinositol 4,5-bisphosphate phosphodiesterase beta-3 (Homo sapiens), Q01970. Purified PLC-beta3, fluorogenic substrate. 0.18% of 370,000 active. inhibition, % at 12.2 µM; in the data active means inhibition above about 11%;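 further: 0% = median of compound wells on plate and 100% = full blocker control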
PLCg1 inh – PLC-gamma1 enzyme inhibitors, primary screen, biochemical, fluorescence, purified enzyme | 1-phosphatidylinositol 4,5-bisphosphate phosphodiesterase gamma-1 (Homo sapiens), P19174 | fluorogenic substrate | inhibition, % at 12.2 µM | 0.84% of 370,000 active | AID 720700, 2013; in the data active means inhibition above about 9.5%
ADAM17 inh – ADAM17 inhibitors, primary screen, biochemical, QFRET. AID 720648, 2013. 0.83% of 370,000 active. inhibition, % at 6.95 µM. Disintegrin and metalloproteinase domain-containing protein 17 (Homo sapiens), P78536. recombinant ADAM17, EDANS/DABCYL FRET peptide cleavage;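 active means inhibition above the mean of compounds lying between control limits plus 3 SD, set per campaign, cut at about 8.5% in these data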;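 further: 0% = DMSO-only wells as the low control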
ssDAF12 agonist – S. stercoralis DAF-12 nuclear receptor activators, primary screen, cell-based, luminescence, HEK293, GRIP1 co-expression, lit1-tk-luc; 1% of 370,000 active; activation, % at 6.8 µM; HEK293 ssDAF-12/GRIP1 lit1-tk-luc reporter; % of 3 µM dafachronic acid response; AID 652126, 2013; Nuclear hormone receptor DAF-12 (Strongyloides stercoralis);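 active means activation above the mean over all tested compounds plus 3 SD, cut at about 0.9% in these data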;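 further: 0% = DMSO-only wells and 100% = 3 µM delta7-dafachronic acid wells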
Rev-erbA mod – modulators of Rev-erb alpha DNA binding, primary screen, biochemical, FITC-DNA, fluorescence polarization, uHTS. activity, % at 10 µM. Rev-erbα–FITC-DNA binding, 90 min. 0.79% of 370,000 active. Nuclear receptor subfamily 1 group D member 1 (Homo sapiens), P20393. AID 1259318, 2017;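 active means activity above about 14%, limit read from the data; passing the limit was not always enough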;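 further: 0% = DMSO wells with 35 nM protein and 100% = DMSO wells with 750 nM protein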
Starred values were filed as active, the others as inactive; i = inactive; nt = not tested or not shown; & = joins results of further samples. Rows were taken by chance; about 7.4% have a hit in one of these screens.

SMILES	DAX1 inh-1	SMARCA2 act	hgDAF-12 ag	DAX1 inh-2	MBD2 DNA inh	hcDAF-12 act	PLC-beta3 inh	PLCg1 inh	ADAM17 inh	ssDAF12 agonist	Rev-erbA mod
COc1c(Br)cc([N+](=O)[O-])c(OC)c1C(=O)NC(=O)Nc1c(Cl)cccc1Cl	1.3	-3	-0.1	nt	2	0.1	-5	3	-1	-1.7	2
Cc1cccc(NC(=O)C2Cc3ccccc3O/C2=N\O)c1 (stereo unspecified)	0.4	5	1.8	2.1	-3	0.8	2	3	1	-1.0	-3
CC(CC(=O)Nc1cccc(S(=O)(=O)N2CCCCC2)c1)c1ccccc1 (stereo unspecified)	-2.8	-2	-2.4	-0.3	2	-2.2	-9	-3	2	-1.5	-1
CN1c2ccccc2C(O)=C(C(=S)Nc2ccccc2)S1(=O)=O	-0.4	-5	-1.6	-0.7	-1	0.9	-86	-71	-5	-0.6	1
O=c1ccn([C@@H]2O[C@H](CNCc3cccc4c3sc3ccccc34)[C@@H](O)[C@H]2O)c(=O)[nH]1	-0.7	1	-0.8	nt	0	0.0	-4	-2	-5	-0.9	-2
Cc1cc(C)c2sc(NC(=O)CN3C(=O)CCC3=O)nc2c1	0.6	-5	2.1	5.1*	2	-0.1	-5	2	3	-1.2	-2
N=C(N)c1ccc(/C=C/c2ccc(C(=N)N)cc2O)cc1	-0.2	4	2.5	5.1*	11	-1.5	-446	-409	-29	-0.9	-6&17
O=S1(=O)CC(N2CCC(Cc3ccccc3)CC2)CN1Cc1ccccc1 (stereo unspecified)	0.2	-1	0.5	nt	-3	0.1	2	0	3	-0.5	0
CC(=O)Nc1ccc(N(C(=O)CNC(=O)c2ccco2)C(C(=O)NCc2ccco2)c2ccccc2F)cc1 (stereo unspecified)	-0.5	0	1.3	0.7	-1	1.6	1	1	3	-1.3	3
O=C(NC1CCCN(Cc2ccccc2F)C1)c1cccs1 (stereo unspecified)	0.3	3	1.3	0.5	-7	-1.4	-5	-1	2	-1.2	-4
COc1ccc(NC(=O)C2(S(=O)(=O)c3ccc(C)cc3)CC2)cc1	-0.3	-2	-1.5	-0.4	6	-2.5	-10	4	-5	-1.5	2
CN(c1ccccc1C(=O)NCC1CCCO1)S(C)(=O)=O (stereo unspecified)	0.0	0	1.4	-0.3	-4	-1.2	0	2	-3	-1.1	3
COc1ccc(C(=O)N/N=C/c2ccc(OC)c(COc3ccc(F)cc3)c2)cc1	-2.0	-3	-4.6	-0.3	3	-1.7	-21	-9	3	-0.6	-5
CCCOc1ccc(C(=O)CCN2CCN(C(=O)OCC)CC2)cc1	0.1	-2	-1.7	-1.1	-3	0.0	4	8	3	-1.2	1
COc1ccc(NC(=O)Cn2nnc(-c3ccccc3NC(=O)c3ccco3)n2)cc1	0.3	-1	-0.7	2.1	9	-0.7	0	5	-1	-0.7	3
COc1cccc(CNc2cc(C)ccn2)c1O	0.4	1	7.0	1.4	2	1.0	-4	0	-1	-0.3	-2
C[C@@H]1ON(C)[C@H]2C[C@H]3c4[nH]c5c(-c6cccc(F)c6)cccc5c4CCN3C(=O)[C@@H]12	0.7	0	0.3	nt	0	0.0	-84	-60	-50	-0.3	-3
Cc1cc(=O)oc2cc(NC(=O)c3c(Cl)cnn3C)ccc12	0.3	4	3.2	0.6	1	-1.2	-11	-6	-11	-0.7	21*
Cc1cccc(NC(=S)Nc2ccc(N3CCOCC3)cc2)c1C	0.2	1	-2.8	0.0	-1	-0.6	3	1	-1	-1.3	-2
CCOC(=O)c1c(NC(=O)C2CCN(S(=O)(=O)c3cccs3)CC2)sc(C)c1C	-0.2	2	-0.3	0.8	1	0.8	-1	3	-2	-1.3	7
Cc1cc(/C=N/NC(=O)C(O)(c2ccccc2)c2ccccc2)c(C)n1-c1cccc(C(=O)O)c1	-0.3	6	2.3	0.0	3	-1.8	-47	-31	-5	-0.1	-2
COP(=O)(OC)OC(C(=O)c1ccccc1)c1ccc(Cl)cc1 (stereo unspecified)	-0.9	-7	-1.1	nt	6	-0.6	0	0	-2	-1.6	1
COc1ccc(-c2c(Cc3ccccc3)nc(NC(=O)c3ccccc3)n2C)cc1	0.5	-6	0.2	nt	3	-1.1	-12	-5	3	-1.5	-9
COCCNC(=O)Nc1ccc2c(c1)N(C)C(=O)CS2	0.3	2	0.9	0.4	-1	-0.7	1	3	0	-1.1	2
CC(=O)C[C@@H](O)CC(=O)[C@H]1OC(=O)CCCCCCc2ccccc21	0.1	1	-0.6	0.4	0	-1.0	-4	2	-1	-1.1	-4
C#CCN1Cc2ccccc2Oc2cc(Br)ccc2S1(=O)=O	-1.1	-4	-1.0	-0.1	-4	-0.8	-5	0	5	-0.7	12
Cc1ccc(S(=O)(=O)N2[C@@H](c3ccc(C#N)cc3)C(C(=O)O)=C[C@H]2C(C)(C)C)cc1	0.2	2	-0.3	0.0	-5	-0.4	1	0	-1	-1.6	-3
CCOC(=O)NC(Nc1ccc(C)cn1)(C(F)(F)F)C(F)(F)F	-1.2	0	1.0	1.0	-4	-2.5	-2	-1	-5	-1.3	-5
CCc1ccccc1NC(=O)C(C#N)Cc1cccnc1 (stereo unspecified)	-0.4	-2	0.3	2.5	-6	-1.6	-1	-1	-2	-1.4	-2
CC(C)(C)[C@H]1COC(=O)[C@H](NC(=O)OCC2c3ccccc3-c3ccccc32)C/C=C\C[C@@H](CC(=O)N(CCO)Cc2ccccc2)C(=O)N1	-0.9	1	-2.3	0.5	-1	-2.1	1	2	3	-1.2	1
CCOC(=O)N1CCN(S(=O)(=O)c2ccc3c(c2)oc(=O)n3C)CC1	0.6	-1	-0.2	0.1	0	0.0	1	1	-6	-1.1	1
CC1(C)CCCC2=C1CC1C(=O)N(O)C(=O)C1C2 (stereo unspecified)	0.2	-1	1.0	-0.8	2	-0.6	4	2	-3	-1.3	0
COc1ccc(C=NNC(=S)Nc2ccc(F)cc2)cc1OC	-1.2	-5	-2.8	-2.2	4	-0.7	-2	0	0	-1.4	-6
COC(=O)c1c(C(=O)OC)c2cc(C(=O)c3ccccc3)ccn2c1Cl	0.3	0	-1.1	0.5	-4	-2.4	-89	-79	-5	-1.2	0
CC(=O)c1cnn(-c2ccc(Cl)cc2)c1C	0.3	-2	0.4	0.9	5	-2.5	-6	0	0	-1.7	-5
Cn1c(CCN2CCN(c3ccccn3)CC2)nc2cc(NC(=O)COc3ccc([N+](=O)[O-])cc3)ccc21	-0.2	0	-1.2	0.6	-3	-1.5	-4	0	-5	-1.4	-11
Cc1cc([N+](=O)[O-])ccc1NC(=O)/C=C/c1cccs1	-0.8	3	12*	1.2	-2	-1.0	5	4	1	-0.7	-2
COc1ccccc1N1CCN(C(=O)Cn2c(=O)oc3cc(S(=O)(=O)N4CCCC4)ccc32)CC1	-1.1	-3	-1.7	-0.6	3	-2.3	6	1	1	-0.8	4
CCN(CC)S(=O)(=O)c1ccc(C(=O)NCC(=O)NCCCc2ccccc2)cc1	-0.5	-2	-1.4	-0.1	1	-2.4	-9	3	-1	-1.4	2
O=C(COC(=O)c1ccc2ncsc2c1)Nc1ccccc1Br	0.9	2	4.1	0.6	-3	0.9	-3	-3	-2	-0.5	3
Cc1nn(Cc2ccccc2)c(C)c1NC(=O)CCCn1nc([N+](=O)[O-])cc1C	0.1	0	3.2	-0.8	-4	-1.0	-7	-3	-1	-0.5	-4
CNCC(=O)Nc1ccc(OC(F)(F)F)cc1	-0.4	-2	-0.1	-0.3	-2	1.2	-4	-2	-5	-1.6	0
O=S(=O)(c1cccc(Br)c1)N1CCN(c2ncnc3scc(-c4ccccc4)c23)CC1	0.5	-1	2.3	0.5	12	0.1	-7	1	-9	-1.4	-4
CCc1ccc(-c2cc(C(=O)NN3CCOCC3)c3ccccc3n2)s1	0.5	5	2.9	-0.4	-7	0.2	i	i	i	-0.9	8
COc1ccccc1C(=O)Nc1ccc(C(=O)N2CCCC2)cc1	-0.2	-2	0.7	-0.1	-3	-0.8	1	0	1	-1.7	0
COc1ccc(C(C(=O)NC2CCCC2)N(Cc2cccnc2)C(=O)c2snc(C(N)=O)c2N)cc1OC (stereo unspecified)	0.1	5	0.5	-0.6	1	-0.4	-54	-35	-41	-1.1	2
CC(C)(C)C1CCC(=O)N(CCOc2ccccc2)CC1 (stereo unspecified)	0.8	4	4.5	3.0	1	0.4	9	3	6	-0.9	-4
Cc1c(NC(=O)C(C)OC(=O)COc2cccc3c2OC(C)(C)C3)c(=O)n(-c2ccccc2)n1C (stereo unspecified)	0.0	-4	0.2	2.1	-9	-1.4	11*	4	3	-1.1	1
COc1ccc2c(=O)c3c(=O)n(Cc4ccco4)c(-c4ccccc4)nc3oc2c1	-1.1	4	-0.6	-1.6	8	1.7	-1	-2	0	-1.8	0
Cc1onc(-c2ccccc2Cl)c1C(=O)NCC(=O)O	0.0	-1	0.5	-0.1	6	0.1	0	4	-3	-0.5	-2
O=C(COC(=O)/C=C/c1cccs1)Nc1ccc(F)cc1	0.5	1	1.6	0.3	2	0.1	-5	-5	3	-1.0	-3
CCCCCCCN(c1ccccc1)[C@@H]1C[C@H]2CCCC(=O)N3CC[C@@H](C1)[C@@H]23	-0.9	0	0.8	-0.5	-3	-1.8	4	0	6	-1.4	8
CCCCC(=O)Nc1cccc(NC(=O)c2ccc(Br)cc2)c1	-0.8	-5	-2.0	-0.1	1	-2.1	0	3	-2	-1.8	-2
CC(=O)c1cccc(S(=O)(=O)N2CCC(C(=O)N(C)Cc3ccc(Cl)s3)CC2)c1	-0.7	-2	-3.1	1.4	1	-0.4	-4	2	1	-1.0	1
CN(C)/C=C(\C#N)C(N)=C(C#N)C#N	-0.2	-1	-0.2	nt	-3	-0.6	-19	-20	-6	-0.8	6
O=C(CSc1nnc(-c2ccccc2F)n1C1CCCCC1)N1CCCC1	-0.9	1	-2.1	-1.4	2	-2.9	6	6	-1	-1.4	4
